Bioassay records from PubChem BioAssay.
AmpC det inh: blocks E. coli AmpC beta-lactamase in presence of detergent; P00811; purified AmpC, nitrocefin hydrolysis with detergent; Potency, µM (top dose mostly 28.7 µM), for the others: at the top dose activity change, negative = inhibition; 0.09% of 71,000 active; AID 584; active = well fitted curve in the direction sought with a large enough effect
Target sequence (P00811 whole entry, looked up): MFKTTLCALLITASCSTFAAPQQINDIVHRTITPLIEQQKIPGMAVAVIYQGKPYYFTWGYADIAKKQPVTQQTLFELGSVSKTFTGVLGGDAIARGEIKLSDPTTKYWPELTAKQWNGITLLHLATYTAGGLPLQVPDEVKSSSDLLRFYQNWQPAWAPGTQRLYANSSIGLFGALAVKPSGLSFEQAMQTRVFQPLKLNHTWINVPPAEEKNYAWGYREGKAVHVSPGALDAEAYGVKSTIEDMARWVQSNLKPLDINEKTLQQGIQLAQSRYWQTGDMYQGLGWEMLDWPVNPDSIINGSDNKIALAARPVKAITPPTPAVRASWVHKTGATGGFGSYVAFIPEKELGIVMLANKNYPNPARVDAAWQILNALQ
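E. coli AmpC (5.3 nM) in 20 mM phosphate pH 7.0 with 0.01% Triton X-100, preincubated 15 min RT with compound; nitrocefin (2 uL of 800 uM stock) hydrolysis followed by 480 nm absorbance every 20 s over 4 min.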
* hit, by the source's call; [ ] = remark or other dose. % is set by controls: 0 for no effect and ±100 for the full control effect; potency is the fitted concentration of half-maximal effect. A portion of the library (hit frequency here may not be typical).

canonical_smiles	AmpC det inh
Cc1nnc(SCC(=O)N2c3ccccc3Sc3ccccc32)n1N	-2%
CC(=O)c1cccc(NS(=O)(=O)N(C)C)c1	-3%
Cc1cc(Nc2ccccc2)n(CCC#N)n1	-6%
Cc1ccc(C2C=C(c3ccccc3OC(F)F)Nc3ncnn32)cc1 (configuration not stated)	-4%
O=C(CCn1nc(-c2ccc(Cl)cc2)ccc1=O)NCc1ccccn1	-2%
CN(C)c1ccc(NC(=O)CN2CCN(S(=O)(=O)c3cc(Cl)ccc3Cl)CC2)cc1	-5%
CCOC(=O)c1[nH]c(C)c(C(=O)N2CCN(c3ccc(F)cc3)CC2)c1C	-6%
CC(=O)c1cccc(NC(=O)c2ccc(Br)o2)c1	-1%
O=S(=O)(c1ccccc1)c1nc(-c2cccs2)oc1NCC1CCCO1 (configuration not stated)	2%
CN1C[C@H](CO)C=C2c3cccc4[nH]cc(c34)C[C@H]21	1%
O=C(CN1C(=O)COc2ccc(Cl)cc21)N1CCc2ccccc21	1%
Clc1ccc(SCCn2ccnc2)cc1	8%
Cc1cc(C)c(C#N)c(SCc2ccccc2C(=O)O)n1	-2%
Cn1c(SCCSc2nnc(-c3ccccc3)n2C)nnc1-c1ccccc1	9%
CN(C)c1ccc(-c2nccc(NCCN3CCOCC3)n2)cc1	8%
CCOC(=O)c1[nH]c(C)c(C(=O)N2CCN(c3ccccc3)CC2)c1C	-4%
Cc1c(-c2ccccc2)nc2ccccc2c1C(=O)O	-5%
CCOC(=O)C(CC)Sc1nc2c(c(=O)[nH]c(=O)n2C)n1C/C=C(/C)Cl (configuration not stated)	-2%
CCn1c(=O)c2ccccc2n2c(SCC(=O)N3CCCc4ccccc43)nnc12	1%
NC(=O)COC(=O)C(Cc1ccccc1)NS(=O)(=O)c1ccccc1F (configuration not stated)	1%
Cn1c(SCC(=O)NCc2ccc3c(c2)OCO3)nnc1-c1c[nH]c2ccccc12	-2%
O=C(NCc1cccnc1)c1cn(CCc2ccccc2)nn1	12%
O=C1CCc2cc(S(=O)(=O)N3CCC(C(=O)NCc4ccccn4)CC3)ccc2N1	12%
CCOC(=O)N1CCN(c2c(NCC3CCCO3)c(=O)c2=O)CC1 (configuration not stated)	5%
C=CCOC(=O)c1[nH]c2c(c1C)C(=O)CC(c1cc(OC)c(OC)c(OC)c1)C2 (configuration not stated)	6%
Cc1cc(C(=O)OCC(=O)c2ccc(Br)s2)c(C)o1	0%
Cc1ccn2cc(C(=O)Nc3nnc(C)s3)nc2c1	11%
Cc1nc(CNS(=O)(=O)c2cc(C)c(C)cc2C)cs1	-4%
Cc1ccc(/C=C/S(=O)(=O)N2CCC(C(=O)O)CC2)cc1	0%
O=C(c1ccc(S(=O)(=O)N2CCCCC2)cc1)N1CCCc2ccccc21	-3%
O=C(c1noc2c1CCCC2)N1CCN(Cc2ccccc2)CC1	-2%
COc1ccc(NC(=O)N2CC[C@@]3(CCCN(C(=O)c4csnn4)C3)C2)cc1	-3%
Nc1nnc(SCC(=O)N2CCc3ccccc32)n1-c1ccccc1	-3%
COc1ccc(OC)c(N(CC(=O)Nc2cccnc2)S(=O)(=O)c2ccc(OC)c(OC)c2)c1	-5%
O=C(NCCCN1CCOCC1)c1cc2c(=O)[nH]c3ccccc3c2s1	-3%
Cc1ccc(C2CC(=O)c3cnc(N4CCN(c5ccccc5)CC4)nc3C2)cc1 (configuration not stated)	18%
CCOC(=O)c1cc(C(=O)OCC)cc(-n2c(C)cc(C(=O)CN3CCOCC3)c2C)c1	17%
COc1ccc(CN(Cc2cc3cccc(C)c3[nH]c2=O)C(=O)N(C)C)cc1	0%
O=C(CN1C(=O)CCS(=O)(=O)c2ccccc21)NCc1ccc2c(c1)OCO2	10%
CCOC(=O)Cn1c(N2CCCCCC2)nc2c1c(=O)[nH]c(=O)n2C	2%
COc1ccc(C2C3=C(CC(C)(C)CC3=O)Nc3n[nH]c(C)c32)cc1 (configuration not stated)	-3%
O=C1CN(C(=O)c2ccco2)C(c2ccc(F)cc2)c2cc(Cl)ccc2N1 (configuration not stated)	-2%
CCCN1Cc2cccc(C(=O)NC3CCCC3)c2C1=O	-4%
CCCS(=O)(=O)N1CCCC(C(=O)NC2CCCCC2)C1 (configuration not stated)	-1%
CC(=O)Nc1ccc(OCC(O)Cn2nc(C)c(C(C)=O)c2C)cc1 (configuration not stated)	-2%

A draw from above in order of length of the SMILES, ascending.
canonical_smiles	AmpC det inh
Cc1cc(Nc2ccccc2)n(CCC#N)n1	-6%
CCCS(=O)(=O)N1CCCC(C(=O)NC2CCCCC2)C1 (configuration not stated)	-1%
CN1C[C@H](CO)C=C2c3cccc4[nH]cc(c34)C[C@H]21	1%
NC(=O)COC(=O)C(Cc1ccccc1)NS(=O)(=O)c1ccccc1F (configuration not stated)	1%
O=C1CN(C(=O)c2ccco2)C(c2ccc(F)cc2)c2cc(Cl)ccc2N1 (configuration not stated)	-2%
C=CCOC(=O)c1[nH]c2c(c1C)C(=O)CC(c1cc(OC)c(OC)c(OC)c1)C2 (configuration not stated)	6%

Other entries follow:
canonical_smiles	AmpC det inh
C/C(=N\O)C(=O)NCC1CCNCC1	2%
Cc1cc(C)n(C(=O)CCC(=O)NCc2ccccc2)n1	2%
Nn1c(SCc2csc(-c3ccccc3)n2)nnc1-c1cccs1	0%
C=CCNc1oc(-c2cccc3ccccc23)nc1C#N	13%
COC[C@H]1OC(=O)c2coc3c2[C@@]1(C)C1=C(C3=O)[C@H]2CCC(=O)[C@@]2(C)C[C@H]1OC(C)=O	0%
Cc1oc(CC(C)C)c(CN2CCCC2)c1C(=O)O	-1%
Cc1cc(C(F)F)n2nc(C(=O)Nc3c(F)cc(F)cc3Br)nc2n1	-5%
O=C(CSc1nnc2n(C3CCCCC3)c(=O)c3ccccc3n12)OC1CCCCC1	1%
COC(=O)[C@H](CCSC)NC(=O)Nc1ccc(C(C)=O)cc1	-3%
Cc1ccc(C)c(N2CCN(C(=O)C3CCN(S(=O)(=O)c4cccc5nsnc45)CC3)CC2)c1	-1%
Oc1ccc2cccnc2c1	0%
Cc1cccc(N2CCN(C(=O)c3ccc(N4CCCC4=O)cc3)CC2)c1C	1%
N=C1C(c2nc(-c3ccc(F)cc3)cs2)=C(O)CN1CCCN1CCOCC1	11%
COc1cc(C(=O)Nc2cc(-c3ccccc3)[nH]n2)cc(OC)c1OC	-6%
CCOC(=O)Cn1nnnc1CN(Cc1ccc(OC)cc1)Cc1cc2cc(C)ccc2[nH]c1=O	-3%
N#[N+]c1ccc(Nc2ccccc2)cc1	-4%[5.75 µM]
OC(C#CCN1CCOCC1)c1cccs1 (configuration not stated)	6%
COc1ccc(-c2noc(-c3cccc(Cl)c3)n2)cc1OC	-1%
CCOc1cc(-c2nc(-c3cc(OC)c(OC)c(OC)c3)no2)cc(OCC)c1OCC	6%
CCCOc1cccc(C(=O)Nc2cc(NC(=O)c3ccco3)ccc2OC)c1	1%
Cc1ccccc1OCCCCc1c(C)n[nH]c1C	0%
CCN(C(=O)c1cc2cccc(OC)c2oc1=O)c1ccccc1	-2%
CCN(Cc1nc2ccccc2c(=O)[nH]1)Cc1nc2cc(OC)c(OC)cc2c(=O)[nH]1	-1%
CCCc1nnc(SCC(=O)N2CCCC2)n1CC1CCCO1 (configuration not stated)	-7%
CN1CCN(c2nc(-c3ccncc3)nc3ccccc23)CC1	1%
COc1cc2c(cc1OC)C(=O)N(C)CC2	3%
O=C(O)C1CCCN1C(=O)Nc1ccccc1 (configuration not stated)	-8%
CCC1CCCN1Cn1cnc2c([nH]c3ccc(OC)cc32)c1=O (configuration not stated)	-2%
C[N+](C)(N)CCC[N+](C)(C)N	-1%[5.75 µM]
CCC(CC)COC(=O)C(C#N)c1nc2ccccc2nc1N1CCOCC1 (configuration not stated)	3%
Cc1c(NC(=O)c2cc(-c3ccco3)on2)c(=O)n(-c2ccccc2)n1C	-3%
CC1CCc2nc(NC(=O)CN3CCOCC3)sc2C1 (configuration not stated)	-5%
c1ccc(CNc2nc(-c3cccnc3)nc3ccccc23)cc1	2%
O=C(CN1C(=O)c2ccccc2C1=O)Nc1ccc2c(c1)OCO2	-3%
N#Cc1ccccc1Cn1c(=O)n(CCC(=O)NCc2ccco2)c(=O)c2ccccc21	7%
O=C(Cn1ccc2ccccc2c1=O)NCCC(=O)NC1CCN(Cc2ccccc2)CC1	-3%
O=C(O)CSCc1ccc(Cl)cc1	-4%
CCOC(=O)c1cccc(NC(=O)CSc2nnc(C3CCCCC3)n2CC)c1	11%
O=C(Nc1ccccc1OC(F)F)c1ccccc1	-1%
COc1ccc(NC(=O)NCCN2CCN(c3cccc(Cl)c3)CC2)cc1	14%
O=C(O)c1c(Cl)c(Cl)c(Cl)c(Cl)c1C(=O)Nc1ccc2cn[nH]c2c1	-3%[5.75 µM]
O=S(=O)(O)c1cc(N=[N+]([O-])c2cc(S(=O)(=O)O)c3ccccc3c2)cc2ccccc12	-3%[5.75 µM]
CCCc1nn(CCc2ccccn2)c(N)c1CC	8%
CC(=O)c1cccc(NS(=O)(=O)c2c(C)n[nH]c2C)c1	-2%
COc1ccc(CCn2c(-c3ccco3)nc3nc4ccccc4nc32)cc1OC	-6%
COc1ccccc1NCCC(=O)OCC(=O)NCc1ccco1	9%
CCOc1ccccc1NC(=O)CSc1c(C)n[nH]c1C	-4%
Cc1cc2c(c(=O)n1CCN(C)C)C(c1ccc(Cl)cc1)C(C#N)=C(N)O2 (configuration not stated)	-2%
COc1ccc(C(=O)N2c3ccc(F)cc3CCC2C)cc1OC (configuration not stated)	-4%
O=C(Oc1cccc(NC(=O)c2ccco2)c1)c1cccc(S(=O)(=O)N2CCCC2)c1	6%
CCOC(=O)NCc1ccc2c(c1)OCO2	-1%
Cn1c(=O)c2c(n(Cc3ccccc3)c1=O)NC(=O)C2CC(=O)N1CCc2ccccc2C1 (configuration not stated)	3%
COc1ccc(-c2[nH]nc3oc(=O)cc(C)c23)cc1	7%
CCOc1ccccc1NC(=O)C1CCCN(S(=O)(=O)c2c(C)[nH]c(=O)[nH]c2=O)C1 (configuration not stated)	0%
O=C(CSc1nnc(Cc2cc(=O)[nH]c(=O)[nH]2)n1-c1ccc(Cl)cc1)NC1CCCC1	9%
Cc1ccc(-c2nn(-c3ccccc3)cc2C(=O)N2CCOCC2)cc1	6%
COc1ccc(CN(Cc2cc3cc(C)ccc3[nH]c2=O)C(=O)N(C)C)cc1	4%
COc1ccc(C2C(C(=O)c3ccc(C)o3)=C(O)C(=O)N2c2cc(C)on2)cc1OC (configuration not stated)	1%
CCCCNC(=O)Oc1cccc(N2CCCC2=O)c1	8%
C=CCN=C1SCC(=O)N1S(=O)(=O)c1ccc(C)cc1	-3%

Following part.
canonical_smiles	AmpC det inh
CN1CCC(n2nccc2N)CC1	12%
Cc1ccc(N(C(C)C(=O)O)S(=O)(=O)c2c(C)n[nH]c2C)cc1 (configuration not stated)	5%
c1ccc(N2CCN(c3c4c(nc5ncnn35)CCC4)CC2)cc1	-2%
CCc1nnc(NC(=O)CSc2nnc(-c3ccccc3O)n2-c2ccc(C)cc2)s1	-2%
O=C(O)c1cc(=O)[nH]c(=O)[nH]1	12%
CC(C)[C@H](NC(=O)OC(C)(C)C)c1nnc(SCc2cccc(F)c2)o1	-2%
c1ccc(Cn2c(SCCN3CCOCC3)nnc2-c2cccnc2)cc1	-2%
CN(CCc1ccccn1)C(=O)CN(C)S(=O)(=O)c1ccc2c(c1)c(=O)n(C)c(=O)n2C	14%
c1ccc(CNc2ncnc3ccc(-c4ccc5c(c4)OCO5)cc23)cc1	6%
COc1ccccc1N1C(=O)c2ccccc2NC1c1ccncc1 (configuration not stated)	2%
COC(=O)c1ccc2c(=O)sc(N3CCC(C(N)=O)CC3)nc2c1	4%
Cc1ccc2c(c1)cc(CN(Cc1ccc3c(c1)OCO3)S(=O)(=O)c1ccccc1)c1nnnn12	0%
COc1ccc(Cc2nnc(-c3cccc(C)c3)o2)cc1OC	12%
NC(=O)c1nnn(Cc2cc(Cl)c(C(=O)c3ccc(Cl)cc3)c(Cl)c2)c1N	-2%[5.75 µM]
Cc1csc(NC(=O)Cn2cnnn2)n1	-3%
Cc1noc(C)c1C(=O)NCCc1ccc(Cl)cc1	-2%
CCN(CC)C(=O)CSc1ccccc1N	7%
Cc1cccc(N(CC(=O)NCc2ccco2)C(=O)CCC(=O)Nc2ccccn2)c1	5%
CCOc1ccc(OCC(=O)Nc2ccc(S(=O)(=O)Nc3cc(C)nc(C)n3)cc2)cc1	-2%
O=C1CN(C(=O)OCc2ccccc2)c2ccccc2N1	-1%
C[C@H]1C[C@H]2[C@H]3CCC4=CC(=O)C=C[C@@]4(C)[C@]3(F)[C@H](O)C[C@]2(C)[C@@]1(O)C(=O)COP(=O)(O)O	-1%[5.75 µM]

Exported with each value named: part of the list above.
CCOC(=O)c1[nH]c(C)c(C(=O)N2CCN(c3ccccc3)CC2)c1C
  AmpC det inh: -4%
O=C(CSc1nnc2n(C3CCCCC3)c(=O)c3ccccc3n12)OC1CCCCC1
  AmpC det inh: 1%
CCC1CCCN1Cn1cnc2c([nH]c3ccc(OC)cc32)c1=O (configuration not stated)
  AmpC det inh: -2%
Cc1ccc(-c2nn(-c3ccccc3)cc2C(=O)N2CCOCC2)cc1
  AmpC det inh: 6%
